FBW7 act: FBW7 E3 ligase activators, primary screen, biochemical, AlphaScreen, human. 650,000 tested, 0.13% active. AID 1259310, 2017. AlphaScreen FBW7–phospho-cyclin E peptide binding, activator screen. F-box/WD repeat-containing protein 7 (Homo sapiens), Q969H0. normalized activity (activation), % at 26.1 µM; in the data active means normalized activity above about 1.9%;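 further: purified mutant Fbw7 with reduced substrate affinity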
GPR151 activ: activators of human GPR151, primary screen, cell-based, PathHunter beta-arrestin, luminescence | 650,000 tested, 1% active | PathHunter beta-arrestin GPR151 cells | G-protein coupled receptor 151 (Homo sapiens), Q8TDV0 | activation, % at 11.2 µM; in the data active means activation above about 4.9%;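 further: 0% = median of compound wells and 100% = cells with positive control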
Target sequence (Q8TDV0 whole entry, looked up): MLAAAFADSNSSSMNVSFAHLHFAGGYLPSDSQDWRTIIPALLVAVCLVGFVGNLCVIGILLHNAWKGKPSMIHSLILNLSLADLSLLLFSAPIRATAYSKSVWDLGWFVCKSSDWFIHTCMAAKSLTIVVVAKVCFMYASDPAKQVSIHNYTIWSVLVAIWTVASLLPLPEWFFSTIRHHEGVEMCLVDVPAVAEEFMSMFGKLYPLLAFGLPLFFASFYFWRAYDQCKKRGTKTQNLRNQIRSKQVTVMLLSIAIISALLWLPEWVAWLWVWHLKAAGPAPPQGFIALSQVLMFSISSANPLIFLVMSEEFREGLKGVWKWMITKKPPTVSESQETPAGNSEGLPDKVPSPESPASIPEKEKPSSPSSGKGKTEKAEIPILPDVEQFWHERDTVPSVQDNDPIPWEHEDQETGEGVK
MITF primary: MITF inhibitors, primary screen, biochemical, AlphaScreen, human. Microphthalmia-associated transcription factor (Homo sapiens), O75030. AlphaScreen MITF homodimerization, bead proximity signal. inhibition, % at 2.6 µM. 650,000 tested, 0.91% active. AID 1259374, 2018; in the data active means inhibition above about 50%;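 further: 0% = vehicle wells with protein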
Target sequence (O75030 whole entry, looked up): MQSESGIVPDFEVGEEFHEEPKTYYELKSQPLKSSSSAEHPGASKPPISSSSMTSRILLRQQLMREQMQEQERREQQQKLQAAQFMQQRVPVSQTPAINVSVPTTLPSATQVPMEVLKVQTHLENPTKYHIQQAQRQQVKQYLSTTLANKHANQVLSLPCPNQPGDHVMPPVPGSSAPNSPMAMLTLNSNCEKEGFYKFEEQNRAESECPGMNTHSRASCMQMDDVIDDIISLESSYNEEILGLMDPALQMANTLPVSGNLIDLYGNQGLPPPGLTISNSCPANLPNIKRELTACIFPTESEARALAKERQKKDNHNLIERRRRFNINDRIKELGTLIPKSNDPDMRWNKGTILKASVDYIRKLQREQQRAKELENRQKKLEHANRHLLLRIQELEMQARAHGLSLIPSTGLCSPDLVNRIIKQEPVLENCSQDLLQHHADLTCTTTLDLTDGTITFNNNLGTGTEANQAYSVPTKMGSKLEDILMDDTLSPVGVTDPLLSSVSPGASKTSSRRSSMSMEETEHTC
TEAD-YAP inh: TEAD-YAP interaction inhibition, primary screen, TEAD-YAP interaction inhibitor project, luminescence, HEK-TIYL cells | TEAD-Gal4/YAP UAS-luciferase luminescence | inhibition, % at 9.12 µM | 640,000 tested, 1.4% active | AID 1259422, 2018; in the data active means inhibition above about 32%;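 further: 0% = median of test compound wells and 100% = reference inhibitor wells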
An asterisk follows results filed as active; . = no result given. Compounds as they come; about 3.5% have a hit in one of these screens.

SMILES	FBW7 act	GPR151 activ	MITF primary	TEAD-YAP inh
O=C(/C=C/c1ccccc1Cl)N1CCN(Cc2ccccc2)CC1	0.0	-1.9	11	-10
CC1CCC(C(C)C)C(OC(=O)c2ccccc2C(=O)OCC(=O)c2cccc([N+](=O)[O-])c2)C1 (stereo unspecified)	0.8	-0.6	1	-8
CC1(C)CC(=O)C2=C(C1)N=C1SCCC(=O)N1C2c1ccc(Br)cc1 (stereo unspecified)	-0.3	-1.5	-16	-1
O=c1[nH]c(-c2ccc(-c3ccc([N+](=O)[O-])cc3Br)o2)nc2sc3c(c12)CCCC3	-0.1	2.0	-4	5
Clc1cnc(N/N=C/c2cccnc2)c(Cl)c1	0.0	-0.9	19	-17
Cc1ccc(CNC(=O)c2cn(C)c3c(=O)n(-c4ccccc4)c(=O)[nH]c23)cc1	0.2	-1.4	-1	1
Cc1nnc(-c2cn(CC(=O)NC(C)C)c3ccccc23)o1	-0.2	1.1	-2	-7
O=C1NC(=O)N(c2ccc(F)cc2)C(=O)/C1=C/c1cccn1-c1cccc([N+](=O)[O-])c1	-0.2	-1.2	-16	6
CC1CCCCN1C(=O)CN1C(=O)NC(Cc2c[nH]c3ccccc23)C1=O (stereo unspecified)	-0.3	1.4	-7	-2
CCOc1ccc(/C=C/C(=O)C(C(N)=O)=C2SCCS2)cc1	-0.1	3.8	2	-15

Overlap with the part before: 5 entries, then new ones.
SMILES	FBW7 act	GPR151 activ	MITF primary	TEAD-YAP inh
Cc1ccc(CNC(=O)c2cn(C)c3c(=O)n(-c4ccccc4)c(=O)[nH]c23)cc1	0.2	-1.4	-1	1
Cc1nnc(-c2cn(CC(=O)NC(C)C)c3ccccc23)o1	-0.2	1.1	-2	-7
O=C1NC(=O)N(c2ccc(F)cc2)C(=O)/C1=C/c1cccn1-c1cccc([N+](=O)[O-])c1	-0.2	-1.2	-16	6
CC1CCCCN1C(=O)CN1C(=O)NC(Cc2c[nH]c3ccccc23)C1=O (stereo unspecified)	-0.3	1.4	-7	-2
CCOc1ccc(/C=C/C(=O)C(C(N)=O)=C2SCCS2)cc1	-0.1	3.8	2	-15
O=C(c1cc2c(s1)-c1ccccc1S(=O)(=O)C2)N1CCCC1	1.2	-1.3	25	-15
O=C1NC(=O)/C(=C\c2ccc(OCc3ccc([N+](=O)[O-])cc3)c(Br)c2)N1	0.1	-0.3	-1	-56
COc1ccc(Cl)cc1N1CC(C(=O)Nc2nccs2)CC1=O (stereo unspecified)	0.4	-1.4	-6	14
CC(C)CC(=O)Nc1ccnn1C1CCN(Cc2cccc3ccccc23)CC1	0.0	0.6	2	-5
Cc1nc(N2CCN(C)CC2)c2c(C)c(C(=O)NC(C)c3ccccc3)sc2n1 (stereo unspecified)	-0.1	-0.8	1	-3
COc1ccc(NC(=O)c2ccco2)cc1NC(=O)COc1ccc(C)cc1	0.0	1.2	7	-8
c1ccc(-c2nc3nonc3nc2-c2ccccc2)cc1	-0.5	-1.2	20	-3
COc1ccc(/C=c2/sc3nc4ccccc4n3c2=O)c(OC)c1	0.3	-1.4	19	-24
COc1ccc(CCN(C(=O)/C=C\C(=O)O)C2CC(=O)N(c3ccccc3)C2=O)cc1 (stereo unspecified)	0.0	0.8	1	-7
COCCn1c(C)cc(O)c(C(c2cccnc2)N2CCCCC2)c1=O (stereo unspecified)	0.1	0.2	16	-1

An excerpt from above in order of SMILES length, rising.
SMILES	FBW7 act	GPR151 activ	MITF primary	TEAD-YAP inh
c1ccc(-c2nc3nonc3nc2-c2ccccc2)cc1	-0.5	-1.2	20	-3
O=C(c1cc2c(s1)-c1ccccc1S(=O)(=O)C2)N1CCCC1	1.2	-1.3	25	-15
COc1ccc(CCN(C(=O)/C=C\C(=O)O)C2CC(=O)N(c3ccccc3)C2=O)cc1 (stereo unspecified)	0.0	0.8	1	-7

Next entries follow.
SMILES	FBW7 act	GPR151 activ	MITF primary	TEAD-YAP inh
Cc1ccc(-c2csc(NC(=O)CSCC(=O)O)n2)cc1	0.1	-0.6	-12	2
CCOc1ccc(CN2CCN(S(=O)(=O)c3ccc(C)cc3)CC2)cc1OC	-0.2	-1.4	37	-1
CN(C)c1ccc(NC(=O)c2ccc(I)cc2)cc1	-0.1	0.0	6	-7
O=C(c1ccccc1Br)N1CCCCCC1	0.0	-0.3	-8	-3
COCC(=O)N1CCC(c2nc(N3CCCC3)ncc2-c2cc(C)no2)CC1	-0.1	2.6	-13	-9
Cc1ccccc1/C=C1\N=C(c2ccccc2Cl)OC1=O	0.0	-1.2	14	-3
O=c1[nH]c2nc(-c3cn[nH]c3)cnc2n1Cc1cccc(C(F)(F)F)c1	0.0	-0.5	2	-3
COc1ccc(C(=O)N2CCN(c3ccc(-c4cccs4)nn3)CC2)cc1OC	-0.1	0.4	0	5
C#CC(C)(C)NC(=O)/C=C/c1ccccc1Cl	0.5	0.2	19	-89
COc1ccccc1CC(=O)Nc1ccc(C)cc1C	0.0	-2.1	-13	-2
COCCNCCC1CCC(=O)N1Cc1cccc(OC(F)(F)F)c1 (stereo unspecified)	0.0	0.2	21	10
CC1CCCCC1NC(=O)c1cc(=O)c2ccccc2o1 (stereo unspecified)	0.3	-0.7	9	-5
CCN(N)C(=S)Nc1ccc(Cl)cc1	0.0	1.6	4	3
CC12CC3C(=O)N(c4ccccc4)C(=O)C3CC1O2 (stereo unspecified)	-0.1	2.3	2	-2
CCOC(=O)c1cnn(-c2ccccc2)c1NC(=O)c1cc2nc(-c3ccc(C)cc3)cc(C(F)(F)F)n2n1	0.0	2.6	-18	0
Cc1cc(C(F)F)n2nc(C(=O)Nc3ccccc3C(F)(F)F)nc2n1	-0.1	-1.1	4	2
Cc1ccc(C2=NN(S(C)(=O)=O)C(c3ccccc3F)C2)cc1 (stereo unspecified)	-0.1	0.1	-3	-40
CCOC(=O)CNC(=O)c1cc(-c2ccc(Cl)cc2)nc2ccccc12	0.0	2.4	-7	10
O=C(Nc1nnc(COc2ccc(F)cc2)s1)c1ccc([N+](=O)[O-])cc1	0.0	-0.9	-4	11
CC(C)(COc1nonc1-c1ccccc1)Nc1ccc([N+](=O)[O-])cc1[N+](=O)[O-]	-0.3	0.5	-3	-5
COC(=O)c1c(NC(=O)c2ccc(Cl)cc2Cl)sc(C)c1C	-0.1	1.0	-2	-1
Nc1nccc(-c2ccc3nc(C(=O)NCc4cc(F)cc(F)c4)cn3c2)n1	-0.1	-0.3	6	-4
CSc1nc2c(sc(=S)n2-c2ccccc2C)c(=O)n1-c1ccc(F)cc1	-0.5	0.5	0	-2
Cc1ccc(C)c(-c2csc(NC(=O)c3ccc(S(=O)(=O)N4CCOCC4)cc3)n2)c1	0.0	-0.2	-7	42*
COc1ccc2c(c1)nc(SCC(=O)c1cccs1)n2C	-0.1	2.0	-1	-20
O=C(NCc1ccccn1)c1ccc(I)cc1	0.0	0.5	17	1
OCCOc1ccc(CN2CCC(CO)(Cc3ccc(Cl)cc3)CC2)cc1	0.4	2.7	3	7
COc1ccc(CNC(=O)c2ccc(Cn3c(=S)[nH]c4cc5c(cc4c3=O)OCO5)cc2)cc1	0.1	1.6	11	-5
CC(C)OC(=O)c1ccc(NC(=O)CCN2C(=O)c3ccccc3C2=O)cc1	0.0	-0.5	5	1
COc1cc(C(=O)Nc2ccc(-c3nc4ccccc4s3)c(O)c2)ccc1OCc1ccc(Cl)cc1	-0.1	-0.2	-8	-8
CSCC[C@H](NC(=O)CCc1ccccc1)c1nc2ccccc2[nH]1	0.0	-0.8	0	-8
COc1ccc(CCNC(=O)CCC2(Cc3ccc(F)cc3)CCC(=O)N2)cc1 (stereo unspecified)	-0.1	0.4	-11	-7
CCCCc1ccc(C(=O)N/C(=C\c2ccc(C)cc2)C(=O)Nc2ccc3ccccc3c2)cc1	-0.1	-0.6	-1	8
FC(F)(F)c1cccc(CNc2nc(Nc3ccccc3)nc3c2ncn3C2CCCCC2)c1	0.0	0.0	0	-1
Cc1cccc(NC(=O)c2cc3n(n2)C(C(F)(F)F)CC(c2ccc4c(c2)OCO4)N3)c1C (stereo unspecified)	-0.1	-0.2	-2	-3
COc1cccc(NC(=O)CSc2nnc(Cc3ccccc3)o2)c1	0.0	-1.8	-9	1
O=C(Oc1cccnc1)c1ccc([N+](=O)[O-])cc1	0.6	0.2	6	9
C[C@@H]1CN(Cc2ccc3c(c2)CN(Cc2cccn2-c2cccnc2)CCO3)C[C@H](C)O1	-0.1	0.1	3	-1
COc1ccc(-n2nc([N+](=O)[O-])c(=Nc3ccc(F)cc3Cl)n2O)cc1	-0.4	-0.3	-7	3
O=C(NCCc1ccc(O)cc1)c1cccc(NCc2cccnc2)n1	0.2	4.0	21	4
N#CC(C#N)=Cc1cc2ccccc2nc1N1CCCCC1	0.3	0.6	9	5
O=C(CN1CCC(NC(=O)Cc2ccccc2)CC1)Nc1cccc2ccccc12	0.1	0.2	14	-2
CCOC(=O)c1sc(NC(=O)CSc2nnc(CNC(=O)c3ccc(C)c(C)c3)n2-c2ccccc2OC)c(C(=O)OCC)c1C	0.3	-0.2	6	10
O=C1CCC/C(=N\NC(=O)c2ccc(Br)cc2)C1	0.3	-1.9	9	2
COc1ccc(-c2csc3ncn(Cc4ccccc4)c(=O)c23)cc1	0.8	-1.0	6	0
COc1ccc(C)cc1NC(=O)CN1C(=S)NC(C)(C)CC1C (stereo unspecified)	-0.2	4.0	-11	9
COc1ccc(/C=C2/C(=N)N3N=C(C(F)(F)F)SC3=NC2=O)c(OC)c1OC	0.1	-1.7	9	7
O=C(N1CCC(c2nnc(C3CC3)o2)CC1)C1(c2cccs2)CCCC1	-0.1	0.5	-5	-12
Cc1noc(C)c1COC(=O)[C@H](C)NS(=O)(=O)c1ccc(Cl)c(Cl)c1	-0.1	1.0	0	4
O=C(NNC(=S)NCc1ccco1)c1ccc(OC2CCCC2)cc1	-0.2	-0.3	-7	-6
(cont.)
SMILES	FBW7 act	GPR151 activ	MITF primary	TEAD-YAP inh
O=C(Nc1ccc2c(c1)OCO2)c1cc(-c2cccs2)on1	0.8	-0.8	12	-45
C[C@@H](O)CCC[C@@H](O)/C=C/[C@@H]1[C@@H](C/C=C\CCCC(=O)O)[C@@H](O)C[C@H]1O	.	-0.9	11	.
O=C(Nc1ccc(F)cc1F)c1nn2c(C(F)(F)F)cc(-c3cccs3)nc2c1Cl	-0.1	1.2	-9	10
Cc1cccc(NC(=O)c2sc3nc(C)n(C)c(=O)c3c2C)n1	0.1	-6.6	3	-41
CCCCCCc1cc2cc(-c3csc(N(C(C)=O)c4cccc(C)c4)n3)c(=O)oc2cc1OC(C)=O	0.0	-0.2	2	5
O=C(CN(c1ccc(F)cc1)S(=O)(=O)c1ccccc1)N1CCCC1	-0.1	-1.7	-8	-24
CCn1c(=O)n(-c2ccc(F)c(Cl)c2)c(=O)c2c3c(sc21)CN(C(C)=O)CC3	0.1	2.2	3	5
O=C1CSC(c2ccc(Br)cc2)N1Cc1ccco1 (stereo unspecified)	-0.5	-1.9	8	-6
CCOC(=O)c1ccc(NCC(CNC(C)=O)([N+](=O)[O-])[N+](=O)[O-])cc1	-0.1	1.2	6	0
CC(C)c1ccc(NC(=O)CSc2nc3ccccc3n2S(=O)(=O)c2cccs2)cc1	0.6	-0.1	8	-7
CCOC(=O)CSc1nnc(NC(=O)c2ccccc2)s1	-0.1	-1.2	-2	3
COc1ccc(/C=C(/NC(=O)c2ccc(Cl)cc2)C(=O)Nc2ccc([N+](=O)[O-])cc2)cc1OC	-0.1	0.1	-4	2
COc1ccccc1NC(=O)c1cc(S(=O)(=O)N(C)Cc2ccccc2)ccc1F	-0.1	-0.6	-1	-6
Nc1nc(Cl)cc(Nc2ccc(N3CCOCC3)cc2)n1	0.0	-1.5	9	-14
CC(C)n1c(N2CCN(c3ccccn3)CC2)nc2c(NC3CCN(Cc4ccccc4)CC3)ncnc21	-0.1	0.5	4	12
COC(=O)c1ccc(NC(=S)NCCCN2CCCC2=O)cc1	-0.1	-0.5	-5	-7
O=C(Cc1cccs1)Nc1ccc(-c2nc3cccnc3s2)cc1	0.0	2.2	0	11
CCCCN(C)CCN1C(=O)C2C(C(=O)Nc3ccc(Br)cc3)C3C=CC2(O3)C1C(=O)NC1CCCCC1 (stereo unspecified)	0.1	0.3	-18	3
O=C(Nc1ccc(F)cc1)c1snc2c(=O)[nH]cnc12	0.0	-3.4	-5	-4
c1ccc(OCCNc2nc(Nc3ncccn3)nc3nc[nH]c23)cc1	-0.3	-1.6	-3	11
O=C(NCC1CCC2(CCN(C(=O)Cc3ccc(Cl)cc3)CC2)O1)C1CCCCC1 (stereo unspecified)	0.1	1.5	7	-3
CCc1nn(-c2ccccc2)c2nc(-c3ccccc3OC)c3cc(OC)c(OC)cc3c12	0.5	-0.9	3	9
Cc1cccc(C)c1NC(=O)C(=O)N1CCCCC1	-0.1	-1.0	-3	-11
CC(=O)Nc1ccc(C(=O)Oc2ccc(Br)cc2)cc1	-0.4	0.2	-1	7
COc1cccc(CC(C2CCN(C(=O)/C=C/c3ccncc3)CC2)N(C)C(=O)C2CC2)c1 (stereo unspecified)	0.1	1.2	5	2
COc1cc(OC)cc(C(=O)c2ccc(C(=O)Nc3ccc(Br)c4cccnc34)cc2)c1	0.1	0.3	2	-1
Cc1cc(OCCNCCO)ccc1C(C)C	-0.1	-0.4	4	-6

Bioassay records from PubChem BioAssay.
